Source: PubChem BioAssay (National Center for Advancing Translational Sciences (NCATS))
RXFP1 ag: qHTS Assay for Agonists of the Relaxin Receptor RXFP1; HEK293T-RXFP1 cAMP TR-FRET, 30 min; response scale: percent of porcine relaxin response, buffer zero; 370,000 compounds, 0.3% hits; Potency, µM (titrated, usually from 57.5 µM), inactives show at the top dose activation, usual class: activators; Relaxin receptor 1 (Homo sapiens), Q9HBX9; AID 2676, 2010; further: potency means the concentration at half of the fitted maximal effect; on the % scale 0 is the no-effect control and ±100 the full control effect; nearly all actives have a fitted effect of over 60% in size; many of its hits are not listed in these tables
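Agonist response is measured as cAMP accumulation in an RXFP1-transfected HEK293T line under PDE4 inhibition. Values are scaled between buffer-only and 29 nM porcine relaxin, and EC50s come from standard Hill equation fits.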
D2 potentiator: HTS Assay for Positive Allosteric Modulators of the Human D2 Dopamine Receptor: Primary Screen for Potentiators; potentiation, % at 10 µM; AID 485347, 2010; 340,000 compounds, 0.34% hits; D(2) dopamine receptor (Homo sapiens), P14416; HEK293 T-REx D2, calcium flux, EC20 dopamine potentiation;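 active means potentiation over 3 SD above the plate norm, cut at about 30% in these data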; further: 0% is about no effect
Target sequence (P14416 whole entry, looked up): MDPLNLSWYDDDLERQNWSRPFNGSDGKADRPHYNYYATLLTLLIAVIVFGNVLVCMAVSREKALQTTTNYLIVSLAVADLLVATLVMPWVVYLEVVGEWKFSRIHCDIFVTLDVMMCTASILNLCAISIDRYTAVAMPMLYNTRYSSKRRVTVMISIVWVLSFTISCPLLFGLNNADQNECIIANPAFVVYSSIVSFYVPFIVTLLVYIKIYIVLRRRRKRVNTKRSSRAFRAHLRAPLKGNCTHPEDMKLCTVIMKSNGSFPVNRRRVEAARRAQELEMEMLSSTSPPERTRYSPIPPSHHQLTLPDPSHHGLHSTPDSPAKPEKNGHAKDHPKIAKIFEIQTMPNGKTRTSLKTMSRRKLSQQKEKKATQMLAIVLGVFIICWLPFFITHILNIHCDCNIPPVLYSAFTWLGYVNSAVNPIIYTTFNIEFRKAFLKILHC
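Tetracycline-induced HEK293 T-REx cells force-coupled to calcium signalling expressed D2; compounds were pin-added after a 10 s baseline, read kinetically 180 s, then an EC20 dopamine challenge followed with a further 180 s calcium read.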
Vif-APOBEC3G blk: qHTS for Inhibitors of Vif-A3G Interactions: qHTS; DNA dC->dU-editing enzyme APOBEC-3G (Homo sapiens), Q9HC16; HeLa A3G-eYFP + Vif (tagged APOBEC3G with the HIV-1 protein that degrades it), YFP fluorescence, overnight; Potency, µM (series often up to 46.1 µM), inactives show at the highest dose activity, negative = active, hits mostly inhibitors; 410,000 compounds, 0.076% hits; AID 602310, 2012;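 further: potency means the concentration at half of the fitted maximal effect; on the % scale 0 is the no-effect control and ±100 the full control effect; nearly all actives have a fitted effect of over 60% in size; hits raise eYFP signal because A3G escapes Vif-driven loss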
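Read-out is eYFP fluorescence (Ex 488/Em 500-530) from Vif-expressing HeLa A3G-eYFP cells; more signal means A3G escaped Vif-mediated degradation. Cells plated overnight, compound pinned in, incubated overnight at 37 deg C.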
D1 agonist: Allosteric Agonists of the Human D1 Dopamine Receptor: qHTS. HEK293 T-REx D1 cells, calcium flux, agonist mode. D(1A) dopamine receptor (Homo sapiens), P21728. activation, % at 2 µM. 360,000 compounds, 1% hits; in the data active means activation above about 30%; further: 0% is about no effect
Target sequence (P21728 whole entry, looked up): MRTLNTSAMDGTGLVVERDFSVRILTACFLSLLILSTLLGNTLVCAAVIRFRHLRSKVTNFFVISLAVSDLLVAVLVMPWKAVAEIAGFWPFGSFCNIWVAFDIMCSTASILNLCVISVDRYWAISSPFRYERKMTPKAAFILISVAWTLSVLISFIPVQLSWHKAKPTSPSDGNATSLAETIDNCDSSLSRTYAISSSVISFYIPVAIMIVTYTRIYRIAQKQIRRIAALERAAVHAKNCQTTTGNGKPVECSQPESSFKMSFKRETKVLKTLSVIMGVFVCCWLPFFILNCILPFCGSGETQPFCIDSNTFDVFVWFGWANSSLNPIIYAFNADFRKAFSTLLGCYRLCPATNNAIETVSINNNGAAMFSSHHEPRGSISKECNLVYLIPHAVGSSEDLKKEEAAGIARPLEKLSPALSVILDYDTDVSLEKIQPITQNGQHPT
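Tetracycline-induced HEK293 TREx D1 cells, force-coupled to calcium signalling, were dye-loaded with a no-wash calcium kit. Compound was pin-added after a 10 s baseline. Fluorescence was read kinetically at 1 cycle/s for 180 s, with calcium rises flagged as agonism.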
Vif-APOBEC3F blk: qHTS for Inhibitors of Vif-A3F Interactions: qHTS | HeLa A3F-eYFP + Vif (tagged APOBEC3F with the HIV-1 protein that degrades it), YFP fluorescence increase | Potency, µM (titrated, usually from 46.1 µM), for the others: top-dose activity, negative = active | 390,000 compounds, 0.2% hits; further: potency means the concentration at half of the fitted maximal effect; % of control where 0% means no effect; nearly all actives have a fitted effect of over 65% in size
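Fluorescence increase (Ex 488/Em 500-530) after overnight compound treatment at 37 deg C flags inhibition of Vif-driven A3F-eYFP loss in stable HeLa A3F-eYFP/Vif cells seeded overnight beforehand.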
RXFP1 antagonist: qHTS Assay for Antagonists of the Relaxin Receptor RXFP1; Relaxin receptor 1 (Homo sapiens), Q9HBX9; HEK293-RXFP1, relaxin-stimulated cAMP HTRF, 30 min; active compounds read low; activity change, negative = inhibition, % at 57.5 µM; 350,000 compounds, 0.59% hits; AID 1259400, 2018;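 active means activity change of -60% or lower, but not beyond a set lower limit; inconclusive means change between -60% and -40%, or beyond the set limit; inactive means change above -40%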; further: on the % scale 0 is the no-effect control and ±100 the full control effect
Glioma ERSR ind: qHTS for Inducers of the Endoplasmic Reticulum Stress Response (ERSR) in Human Glioma: qHTS | 420,000 compounds, 0.02% hits | U87-MG GRP78 promoter luciferase reporter, 16 h | Potency, µM, for the others: at the highest dose activation, hits mostly activators | AID 602332, 2012; further: potency means the concentration at half of the fitted maximal effect; series mostly up to about 76 µM; % of control where 0% means no effect; nearly all actives have a fitted effect of over 35% in size
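Stably transfected U87-MG human glioma cells carrying a GRP78-based luminescent sensor were seeded at 1000 cells/well, pin-dosed with compounds and incubated 16 h. Luciferase reagent was then added, and end-point luminescence was read after 10 min at room temperature.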
D1 antagonist: Antagonist of Human D 1 Dopamine Receptor: qHTS; HEK293 TREx D1 cells, calcium flux, dopamine EC80; active compounds read low; activity change, negative = inhibition, % at 10 µM; AID 504652, 2011; 360,000 compounds, 3.2% hits; D(1A) dopamine receptor (Homo sapiens), P21728; in the data active means activity change below about -30%; further: on the % scale 0 is the no-effect control and ±100 the full control effect
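Allosteric or orthosteric antagonism assessed as attenuation of the calcium response to EC80 dopamine, added 180 s after compound, in induced HEK293 Trex D1 cells loaded with no-wash calcium dye.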
D1 PAM: Potentiators of Human D1 Dopamine Receptor: qHTS | D(1A) dopamine receptor (Homo sapiens), P21728 | HEK293 TREx D1 cells, calcium flux, dopamine EC20 potentiation | potentiation, % at 10 µM | 360,000 compounds, 0.036% hits | AID 504651, 2011; in the data active means potentiation above about 30%; further: 0% is about no effect
* marks the source's active call; other numbers are inactive results; ? = inconclusive; . = not tested or not shown. Unless noted, the call rests on the fitted dose curve; in most records, active means well fitted curve in the direction sought with a large enough effect; inconclusive means small, poorly fitted or top-dose-only effect, or another doubt; inactive means no such curve, though single readings can be large; an effect the other way counts as inactive or inconclusive.

1. CCn1cc(CN2CCc3c([nH]c4ccccc34)C2c2cccc(OC)c2OC)c(C)n1 (stereo not drawn)
2. C=CCn1c(C)cc(C(=O)Cn2ncc(Cl)c(Cl)c2=O)c1C
3. CC(=O)N1CCN(C(=O)c2ccc(Cl)c(S(=O)(=O)N3CCCC3)c2)CC1
4. COc1cccc(C2CC(=O)Nc3c2c(=O)[nH]c2nc4ccccc4n32)c1 (stereo not drawn)
5. COC(=O)c1sc(S(=O)(=O)NC(C)C(=O)O)c(C(=O)OC)c1C (stereo not drawn)
6. CC(C)=CC(=O)N1CCC(n2nccc2NC(=O)CCc2ccccc2)CC1
7. Cc1sc(NC(=O)c2ccco2)nc1-c1ccccc1
8. Cc1ccc(-c2ccc(=O)n(CC(=O)NCCC(C)C)n2)cc1

Assay by compound,1,2,3,4,5,6,7,8
RXFP1 ag,-1.1%,3.3%,.,-1.0%,12%,-1.3%,-0.3%,-0.1%
D2 potentiator,-1,6,.,-6,6,-3,8,5
Vif-APOBEC3G blk,-6%,?,-1%,1%,0%,6%,-6%,-6%
D1 agonist,1,0,.,-1,1,5,0,1
Vif-APOBEC3F blk,-3%,-18%,-5%,-6%,4%,-4%,.,5%
RXFP1 antagonist,-31,.,5,.,-3,-4,-7,3
Glioma ERSR ind,-2%,-13%,-2%,-4%,-2%,-2%,-2%,0%
D1 antagonist,9,8,.,3,4,4,10,-10
D1 PAM,8,-3,.,-1,-2,-4,-1,-4

9. CCN(CCCNC(=O)c1cc2c(=O)[nH]c3ccc(C)cc3c2s1)Cc1ccccc1
10. CN(Cc1nccn1C)C(=O)CC1C(=O)NCCN1CC(c1ccccc1)c1ccccc1 (stereo not drawn)
11. O=C(NC1CCCC1)C1CCC(CNS(=O)(=O)c2cccs2)CC1 (stereo not drawn)
12. O=S(=O)(Nc1ccc(O)cc1)c1cccc2cccnc12
13. CCc1cccc(NC(=O)CN2C=NS(=O)(=O)c3ccccc32)c1
14. Cc1cc(C)n(-c2nc3ccccc3nc2NCCc2ccccc2)n1
15. CSc1nc(C)cc(/C=C\c2ccccc2)c1C#N
16. O=C(COC(=O)CNC(=O)C12CC3CC(CC(C3)C1)C2)Nc1ccccc1

Assay by compound,9,10,11,12,13,14,15,16
RXFP1 ag,5.3%,0.8%,1.4%,0.2%,2.4%,0.2%,-0.4%,-1.1%
D2 potentiator,-24,19,-9,-7,0,8,41*,19
Vif-APOBEC3G blk,-22%,-13%,2%,2%,4%,-4%,0%,0%
D1 agonist,0,2,1,4,1,2,10,1
Vif-APOBEC3F blk,2%,-9%,1%,-9%,-6%,-9%,-17%,-10%
RXFP1 antagonist,-29,1,1,.,-4,.,13,14
Glioma ERSR ind,-9%,-2%,-4%,-5%,-2%,-2%,1%,-3%
D1 antagonist,-6,3,6,5,-2,10,4,2
D1 PAM,-6,4,-3,-4,0,-5,6,0

17. Nc1nc(CN2CCCCCC2)nc(Nc2ccc(F)cc2)n1
18. O=C1CC(N2CCOCC2)C(=O)N1Cc1ccc(N2CCCC2=O)cc1 (stereo not drawn)
19. Clc1ccc(C2=NN(c3ccccc3)C(c3ccco3)C2)cc1 (stereo not drawn)
20. Cc1ccc(SCC(=O)Nc2ccccc2C(=O)N2CCOCC2)cc1
21. CC(C)CN(CCNC(=O)CC1Oc2ccccc2NC1=O)CC(C)C (stereo not drawn)
22. CC1CCCC(NC(=O)COC(=O)c2ccc3ncsc3c2)C1C (stereo not drawn)
23. CN(C)C(=O)N(CCCN1CCOCC1)Cc1cccc2ccccc12
24. Cc1ccc(/C=N/NC(=O)Cn2nccc2C)o1

Assay by compound,17,18,19,20,21,22,23,24
RXFP1 ag,1.7%,0.0%,-2.7%,0.2%,0.3%,0.8%,0.0%,-2.3%
D2 potentiator,1,-3,6,-7,-5,.,15,-1
Vif-APOBEC3G blk,0%,0%,0%,1%,4%,-15%,-8%,0%
D1 agonist,8,1,5,5,2,0,2,1
Vif-APOBEC3F blk,-1%,-12%,0%,-8%,-4%,1%,6%,-5%
RXFP1 antagonist,-6,11,9,-1,.,-4,-22,6
Glioma ERSR ind,-2%,-5%,-1%,-5%,-5%,-5%,-4%,-4%
D1 antagonist,19,-17,16,1,-12,-5,-49*,18
D1 PAM,-3,-7,5,1,-4,-10,-14,-5

Continuation.
no.	molecule	RXFP1 ag	D2 potentiator	Vif-APOBEC3G blk	D1 agonist	Vif-APOBEC3F blk	RXFP1 antagonist	Glioma ERSR ind	D1 antagonist	D1 PAM
25	COc1cccc(NC(=O)Cn2c(=O)n(CCCCC(=O)NCc3ccc4c(c3)OCO4)c(=O)c3ccccc32)c1	4.7%	-1	-10%	1	-1%	.	-5%	11	0
26	N#Cc1cccc(NS(=O)(=O)c2ccccc2Cl)c1	0.7%	4	-4%	1	-2%	0	-3%	-6	2
27	CCN(CC(=O)Nc1ccc2c(c1)OCCO2)C(=O)C1CC(=O)N(c2ccc(OC)cc2OC)C1 (stereo not drawn)	2.4%	-6	-8%	2	-2%	-10	-2%	7	-8
28	COc1cccc(N2CC(=O)N(NC(=O)c3sc4nc(C)cc(C)c4c3N)CC2=O)c1	0.1%	9	-3%	1	-2%	-2	-4%	23	-1
29	Cc1ccc(S(=O)(=O)NCC(=O)N(CC(=O)NCc2ccco2)Cc2ccc3c(c2)OCO3)cc1	3.7%	-13	-4%	12	2%	-7	-7%	1	0
30	CN(C)CCCN(C(=O)COc1ccc(Cl)cc1)c1nc2ccc(F)cc2s1	0.6%	-13	4%	18	-6%	-37	-3%	-6	-10
31	CCn1cc(C(=O)N2CCN(c3cc(Cl)ccc3C)CC2)c(=O)c2cc(S(=O)(=O)N3CCOCC3)ccc21	24%	-3	-10%	1	4%	.	0%	-6	-3
32	Cc1cccc(C)c1NC(=O)CNC(=O)c1c(C)nn(-c2ccccc2)c1C	0.4%	-2	0%	1	-21%	2	-3%	3	5
33	CCC(=O)Nc1cc2nn(-c3ccccc3)nc2cc1Cl	3.9%	7	0%	4	-18%	8	-1%	-15	-8
34	CNS(=O)(=O)c1cn(CC(=O)Nc2ccc(OC)cc2OC)cc1S(=O)(=O)NC	3.5%	-4	0%	2	-13%	0	-4%	8	-2
35	Cc1noc(C(=O)N2CCN(Cc3ccc4c(c3)OCO4)CC2)c1Cl	0.1%	6	0%	1	-8%	.	-2%	-25	-5
36	CC1CC(C)(C)NC(=S)N1CCC(=O)NCc1ccc(F)cc1 (stereo not drawn)	1.0%	11	1%	3	-8%	-5	-4%	16	-1
37	Cc1cnc(NC(=O)CSc2ncc(-c3ccccc3)n2Cc2ccco2)s1	-0.6%	-1	-4%	79*	-2%	-7	-2%	-32*	-9
38	CC12CCC(C)(c3nc4ccccc4nc31)C2(C)C	0.1%	.	-4%	2	6%	-5	3%	2	-5
39	COc1ccc(C(CC(=O)c2ccc3c(c2)OCO3)C(=O)O)cc1OC (stereo not drawn)	.	.	4%	.	1%	2	-6%	.	.
40	O=C(Cc1nnc(NC(=O)Nc2ccc(F)cc2)s1)NCc1ccccc1	-3.2%	-3	1%	6	20%	-27	-3%	0	-5
41	O=[N+]([O-])c1cccc(-c2ccc(C(=S)N3CCN(c4ccc(F)cc4)CC3)o2)c1	-1.3%	14	1%	1	2%	-3	-3%	15	-3
42	Cc1c(Cl)ccc2sc(NC(=O)C3CC3)nc12	1.2%	6	0%	5	-6%	5	0%	-4	0
43	Cc1cccc2cc(CN(Cc3ccc(F)cc3)C(=O)C(F)(F)F)c3nnnn3c12	0.0%	.	-2%	-1	-7%	-9	-5%	-2	-3

Reprinted, entries 42–43
no.	molecule	RXFP1 ag	D2 potentiator	Vif-APOBEC3G blk	D1 agonist	Vif-APOBEC3F blk	RXFP1 antagonist	Glioma ERSR ind	D1 antagonist	D1 PAM
42	Cc1c(Cl)ccc2sc(NC(=O)C3CC3)nc12	1.2%	6	0%	5	-6%	5	0%	-4	0
43	Cc1cccc2cc(CN(Cc3ccc(F)cc3)C(=O)C(F)(F)F)c3nnnn3c12	0.0%	.	-2%	-1	-7%	-9	-5%	-2	-3

Printed as active in D1 antagonist (from the list above):
No. | SMILES | RXFP1 ag | D2 potentiator | Vif-APOBEC3G blk | D1 agonist | RXFP1 antagonist | D1 antagonist | D1 PAM
23 | CN(C)C(=O)N(CCCN1CCOCC1)Cc1cccc2ccccc12 | 0.0% | 15 | -8% | 2 | -22 | -49* | -14
37 | Cc1cnc(NC(=O)CSc2ncc(-c3ccccc3)n2Cc2ccco2)s1 | -0.6% | -1 | -4% | 79* | -7 | -32* | -9

Some of the compounds tested (hit frequency here may not be typical).
